TEAD-YAP inh = TEAD-YAP interaction inhibition. 640,000 tested, 1.4% active. AID 1259422. HEK-TIYL cells, TEAD-Gal4/YAP UAS-luciferase luminescence. inhibition, % at 9.12 µM; in the data active = inhibition above about 32%;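 also: 0% = median of test compound wells and 100% = reference inhibitor wells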
FBW7 activator = activators of human E3 ligase FBW7; 650,000 tested, 0.13% active; Q969H0; normalized activity (activation), % at 26.1 µM; AlphaScreen FBW7–phospho-cyclin E peptide binding, activator screen; AID 1259310; in the data active = normalized activity above about 1.9%;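 also: purified mutant Fbw7 with reduced substrate affinity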
Target sequence (Q969H0 whole entry, looked up): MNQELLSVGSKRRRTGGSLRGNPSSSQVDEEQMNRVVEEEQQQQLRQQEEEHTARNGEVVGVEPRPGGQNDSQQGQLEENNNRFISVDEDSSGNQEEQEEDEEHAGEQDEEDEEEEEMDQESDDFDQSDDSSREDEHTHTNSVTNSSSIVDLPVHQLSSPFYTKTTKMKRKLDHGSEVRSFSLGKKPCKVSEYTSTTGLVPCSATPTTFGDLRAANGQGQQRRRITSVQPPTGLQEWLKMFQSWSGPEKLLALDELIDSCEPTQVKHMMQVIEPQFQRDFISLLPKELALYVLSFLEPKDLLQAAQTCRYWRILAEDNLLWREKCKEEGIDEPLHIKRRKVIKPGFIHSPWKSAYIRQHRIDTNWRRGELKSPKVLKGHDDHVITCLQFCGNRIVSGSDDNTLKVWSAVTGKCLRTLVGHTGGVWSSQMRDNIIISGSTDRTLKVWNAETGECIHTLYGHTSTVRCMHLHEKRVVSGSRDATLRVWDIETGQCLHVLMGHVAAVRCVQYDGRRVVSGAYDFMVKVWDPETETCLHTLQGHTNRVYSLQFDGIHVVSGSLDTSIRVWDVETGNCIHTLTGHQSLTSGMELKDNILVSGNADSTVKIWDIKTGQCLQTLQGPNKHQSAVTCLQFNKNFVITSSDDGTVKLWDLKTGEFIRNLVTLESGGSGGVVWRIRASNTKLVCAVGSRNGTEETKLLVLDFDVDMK
MITF inh = inhibitors of human MITF; O75030; AlphaScreen MITF homodimerization, bead proximity signal; inhibition, % at 2.6 µM; 650,000 tested, 0.91% active; in the data active = inhibition above about 50%;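 also: 0% = vehicle wells with protein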
GPR151 activ = activators of human GPR151; 650,000 tested, 1% active; PathHunter beta-arrestin GPR151 cells, luminescence; Q8TDV0; AID 1508602; activation, % at 11.2 µM; in the data active = activation above about 4.9%;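 also: 0% = median of compound wells and 100% = cells with positive control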
* = called active by the depositor; . = not tested or not shown.

mol | TEAD-YAP inh | FBW7 activator | MITF inh | GPR151 activ
Cc1cccc(N2C(=O)CC(Sc3nc(C)cc(C)n3)C2=O)c1 (centres undefined) | -11 | -0.1 | -9 | -0.3
CCOC(=O)C(C(C)=O)C(NC(=O)c1cccnc1)(C(F)(F)F)C(F)(F)F (centres undefined) | -2 | 0.6 | 7 | 0.3
O=C(NCCc1ccccc1)C(=O)Nc1ccc([N+](=O)[O-])cc1 | 16 | 0.1 | 2 | 1.8
CCOC(=O)N1CCC(Nc2c(-c3ccccc3)c(=O)c2=O)CC1 | 6 | 0.1 | 13 | 0.4
Cc1cc(C)n2nc(SCC(=O)NCCC3=CCCCC3)nc2n1 | -9 | -0.2 | -8 | -0.9
COc1ccc(NC(=O)c2cccc(Oc3ccc(C(F)(F)F)cc3[N+](=O)[O-])c2)cc1 | -5 | 0.1 | 1 | 0.8
COCCNC(=O)CSCc1nc(-c2ccc(SC)cc2)oc1C | 3 | 0.1 | -15 | -0.6
COc1ccccc1C(=O)Nc1ccc(NC(=O)c2ccco2)c(Cl)c1 | -32 | 0.1 | 0 | -2.3
C/C(N)=C(/C#N)C(=O)CSc1cc(Cl)ccc1Cl | -3 | 0.1 | 6 | -1.3
COC(=O)[C@@H]1CCCN1C1CCC(=O)N(CCC(C)C)CC1 (some centres undefined) | 17 | 0.3 | 16 | -1.9
COCCN1C(=O)N[C@@H](c2ccccc2)C(C(=O)OC)=C1C | . | -0.1 | -3 | 3.0
CNC(=O)C(C)n1c(C)c2cnn(-c3ccccc3)c(=O)c2c1C (centres undefined) | 10 | 0.2 | 14 | 1.7
CCOc1ccccc1N(CC(=O)Nc1c(C)cccc1C(C)C)S(C)(=O)=O | -2 | 0.0 | 12 | 2.1
CCOCCn1c(N2CCOCC2)nc2c1c(=O)n(C)c(=O)n2C | -11 | 1.2 | 5 | -1.4
COc1ccccc1NS(=O)(=O)c1cc([N+](=O)[O-])ccc1-n1ncc(C(N)=O)c1N | -3 | -0.2 | 4 | 1.3
CCCCn1c(N)c(N(CC)C(=O)c2ccccc2C(F)(F)F)c(=O)[nH]c1=O | -1 | 0.2 | -6 | -2.0
CN1CCN(C(CNS(=O)(=O)c2cccs2)c2ccc3c(c2)OCO3)CC1 (centres undefined) | 3 | 0.0 | -4 | 1.0
CC(C)=C1C2C=CC1C1C(=O)N(c3ccccc3C)C(=O)C21 (centres undefined) | 1 | 0.1 | -1 | 1.7
CCC1CCCCN1CCCNC(=O)C1CC(=O)N(CCc2ccccc2)C1 (centres undefined) | 8 | 0.0 | 2 | -0.9
O=C(O)CSc1n[nH]c(-c2ccco2)n1 | 4 | 0.0 | 14 | 1.6
CCN(CC)C(=O)C1CCCN(c2nc3ncnc(NCCO)c3[nH]2)C1 (centres undefined) | 4 | -0.1 | 8 | 0.5
CCc1nnc(NN2C(=O)c3ccccc3C2(O)c2ccc(Cl)cc2)s1 (centres undefined) | 14 | 0.5 | 15 | 2.9
COc1ccc(Br)cc1C(=O)Nc1ccc(-c2nc3cc(Cl)ccc3o2)cc1 | -7 | -0.1 | -1 | 0.1
COc1ccc(C(=O)NC(=S)Nc2ccc(F)cc2)cc1 | -58 | 0.0 | 8 | 0.8
CCCC1(C(=O)OC)NC(c2ccc(O)cc2)C2C(=O)N(CC)C(=O)C21 (centres undefined) | 3 | 0.3 | 20 | -0.3
COc1ccc(-c2noc(CN3CCC(CN4CCOCC4)CC3)n2)cc1 | -1 | 0.2 | 12 | 3.0
O=C(Nc1c2c(nn1-c1ccc(F)cc1)CS(=O)(=O)C2)c1cccc(C(F)(F)F)c1 | -7 | 0.0 | 9 | -1.2
COc1ccc(-c2noc(CN(C(=O)c3ccco3)C3CCCCC3)n2)cc1 | -4 | -0.1 | -10 | 1.0
NC(=O)c1ccsc1NC(=O)c1ccc(-c2ccccc2)cc1 | -15 | 0.2 | 9 | -2.9
COc1ccccc1CNC(=O)c1c[nH]c2cc(-c3cn[nH]c3)ccc12 | 1 | 0.3 | 0 | 1.7

Reformatted with two lines to a compound: two of the compounds above
Every second line gives: TEAD-YAP inh, FBW7 activator, MITF inh, GPR151 activ
> Cc1cccc(N2C(=O)CC(Sc3nc(C)cc(C)n3)C2=O)c1 (centres undefined)
→ -11, -0.1, -9, -0.3
> COc1ccccc1CNC(=O)c1c[nH]c2cc(-c3cn[nH]c3)ccc12
→ 1, 0.3, 0, 1.7

The listing continues:
mol | TEAD-YAP inh | FBW7 activator | MITF inh | GPR151 activ
CCCC(=O)N(Cc1ccccc1)c1nc2ccccc2s1 | -14 | -0.1 | 0 | -1.3
CN(C)S(=O)(=O)c1cccc(NC(=O)CN2CC(=O)Oc3ccccc32)c1 | -14 | 0.1 | 3 | -0.6
COc1cccc(C2C(C(=O)O)c3cc(OC)c(OC)cc3C(=O)N2C)c1 (centres undefined) | -10 | 0.0 | 21 | 1.1
CCOC(=O)C1CCC(CN(Cc2cccc(Br)c2)S(=O)(=O)c2ccc(F)c(C(=O)Nc3c(C)cc(C)cc3C)c2)CC1 (centres undefined) | 0 | 0.0 | -9 | 2.3
COc1cc(CNc2ccc3ncc(-c4cnn(C)c4)n3n2)cc(OC)c1OC | 9 | 0.1 | 18 | 4.7
COc1ccc(C(=O)Nc2ccc3nc(N4CCCCC4)cc(C)c3c2)cc1OC | 0 | 0.0 | 5 | 0.2
O=C(NCCCl)NNc1ccccc1[N+](=O)[O-] | -16 | -0.1 | 10 | 0.0
CCCOc1ccc(Br)cc1C1C(C(=O)OC)=C(C)Nc2nnnn21 (centres undefined) | 0 | 0.0 | 9 | 1.8
COc1ccc(C2C(C(=O)Nc3cccc(F)c3)=C(C)NC3=C2C(=O)CC(C)(C)C3)cc1 (centres undefined) | -4 | -0.1 | -4 | 2.3
Nc1nc(NCCO)cc(Nc2ccc3ncccc3c2)n1 | -28 | 0.5 | 8 | -0.8
COc1cccc2cc(NC(=O)/C=C/c3ccc(Cl)cc3Cl)c(=O)oc12 | 4 | 0.2 | 12 | 1.1
CCCCN(CC)S(=O)(=O)c1cccc2cccnc12 | 7 | 0.0 | 5 | 2.0
CCC1(C2CCN(C(=O)CCSC)CC2)NC(=O)N(CCc2scnc2C)C1=O (centres undefined) | -2 | 0.8 | 12 | 2.1
C/C(N)=C(/C#N)C(=O)COC(=O)/C(=C/c1cccs1)c1cccs1 | 0 | -0.1 | -3 | 2.8
Cc1cccc(-n2c(N)cc(=O)[nH]c2=S)c1C | -5 | 0.0 | 2 | 1.6
CCCCCCOC(=O)C1=C(C)NC(=O)NC1c1cccc(O)c1 (centres undefined) | 3 | 0.0 | 1 | 0.9
COc1ccccc1NC(=S)N(CCCN1CCOCC1)Cc1cccs1 | 10 | 0.1 | 4 | 0.4
Cc1ccc(S(=O)(=O)Nc2cc3c4c(n(S(=O)(=O)c5ccc(C)cc5)c3c3ccccc23)CCCC4)cc1 | 1 | -0.1 | -1 | -0.3
CCOc1ccc(N2C(=O)c3cccc(N)c3C2=O)cc1 | 1 | 0.0 | 14 | -0.8
COc1c(C)cccc1C1=N/C(=C\c2ccc(F)cc2)C(=O)O1 | -3 | 0.0 | 40 | 0.4
Cc1ccc(N(CC(=O)NCc2ccco2)S(=O)(=O)c2ccccc2)c(C)c1 | 8 | 0.1 | 3 | -0.7
CCCCOc1ccc(/C=C2/N=C(c3ccc(C)c([N+](=O)[O-])c3)OC2=O)cc1 | 11 | 0.1 | 5 | -0.9
CC(=O)c1cc(-c2ccccc2)n(CC(=O)N2CCC(N3CCCCC3)CC2)c1C | 0 | -0.1 | -3 | 0.2
COc1ccc(NC(=O)C(=O)NCCN2CCN(C(=O)c3cccc(F)c3)CC2)cc1 | -6 | 0.0 | 2 | 0.8
C=CCn1nc([N+](=O)[O-])nc1Oc1ccc(Cl)cc1Cl | 27 | -0.4 | -3 | 0.9
Cc1ncc(CO)c(/C=N/NC(=O)c2ccc([N+](=O)[O-])cc2Cl)c1O | 10 | -0.2 | 67* | -0.6
Cc1cccc(N=Nc2cnc(N)s2)c1 | -52 | -0.1 | 12 | -1.1
CCCNC(=O)C1(S(=O)(=O)c2ccc(Cl)cc2)CC1 | -7 | -0.1 | -8 | 3.8
Cc1ccc(NC(=O)CCC(=O)N/N=C/c2cccs2)cc1 | 14 | -0.1 | 5 | 0.9
Nc1c(/C=C2\C=Nc3ccccc32)c(=O)nc2sc(C(F)(F)F)nn12 | -1 | 0.0 | -1 | -1.3

An excerpt of these results, field by field:
> Cc1ncc(CO)c(/C=N/NC(=O)c2ccc([N+](=O)[O-])cc2Cl)c1O
  TEAD-YAP inh = 10; FBW7 activator = -0.2; MITF inh = 67*; GPR151 activ = -0.6

> Cc1cccc(N=Nc2cnc(N)s2)c1
  TEAD-YAP inh = -52; FBW7 activator = -0.1; MITF inh = 12; GPR151 activ = -1.1

> CCCNC(=O)C1(S(=O)(=O)c2ccc(Cl)cc2)CC1
  TEAD-YAP inh = -7; FBW7 activator = -0.1; MITF inh = -8; GPR151 activ = 3.8

> Cc1ccc(NC(=O)CCC(=O)N/N=C/c2cccs2)cc1
  TEAD-YAP inh = 14; FBW7 activator = -0.1; MITF inh = 5; GPR151 activ = 0.9

Other results
mol | TEAD-YAP inh | FBW7 activator | MITF inh | GPR151 activ
Oc1cccc(C2c3[nH]c4ccccc4c3CCN2Cc2cnc(N3CCOCC3)s2)c1 (centres undefined) | 2 | 0.2 | 9 | -1.0
N#Cc1ccc(OCC(=O)Nc2ccc(S(N)(=O)=O)cc2)cc1 | -4 | 0.1 | 17 | -1.7
Cc1cccc(C)c1NC(=O)COC(=O)CCc1nc2ccccc2s1 | -2 | 0.2 | 2 | -0.1
Cc1cccc(OCC(O)CN2CCN(S(=O)(=O)c3cccc([N+](=O)[O-])c3)CC2)c1 (centres undefined) | 0 | 0.5 | 44 | 0.0
CCN(CCCNC(=O)C(C)n1ncn2cccc2c1=O)c1cccc(C)c1 (centres undefined) | 15 | -0.2 | 9 | 1.0
Cc1ccc(S(=O)(=O)CCC(=O)OCC(=O)Nc2cc(C)on2)cc1 | -1 | 0.0 | -1 | -0.9
O=S(=O)(NCC1(CO)CC1)c1cccc(Cl)c1 | 6 | -0.2 | -2 | 1.4
O=C(NCc1noc2ccccc12)N1CCN(c2ccccc2)CC1 | -9 | -0.2 | -8 | -0.2
O=C(Nc1nc(-c2ccccc2)cs1)c1ccc(S(=O)(=O)N2CCc3ccccc32)cc1 | 0 | -0.3 | 0 | -1.8
COc1cccc(/C=C2/NC(=O)N(Cc3ccc(Br)cc3)C2=O)c1OC(C)C | -7 | 0.1 | -7 | -0.2
CCn1nccc1C(=O)Nc1cc(Cl)ccc1Cl | -1 | -0.1 | 16 | 1.7
CCOc1ccc(C(=O)Nc2ccc(Cl)cc2Cl)cc1 | -75 | 0.1 | 1 | 2.7
O=C(CN1CCN(CC(=O)c2ccc(O)c(O)c2)CC1)Nc1ccccc1Cl | 7 | -0.2 | 89* | 0.7
Cc1nn(C(C)C(=O)N2CCCC2)c(=O)c2c1sc1ccccc12 (centres undefined) | 9 | 0.2 | 12 | 2.3
COc1cc(Nc2nc(NC3CCN(Cc4ccccc4)CC3)c3ncn(C(C)C)c3n2)cc(OC)c1OC | 2 | -0.2 | -2 | -1.7
O=C(O)CCC(=O)Nc1cc(C(F)(F)F)ccc1Cl | -3 | 0.1 | 21 | -0.9
CCCC(=O)Nc1ccc(NC(=O)c2ccc(F)cc2)nc1 | -79 | 0.5 | 14 | -2.7
COC(=O)c1cc(NC(=O)CCN2C(=O)C3C4C=CC(C4)C3C2=O)cc(C(=O)OC)c1 (centres undefined) | -3 | -0.1 | -5 | -0.2
COc1ccc(N2C(N)=C(C#N)C(c3ccsc3)C3=C2CC(C)(C)CC3=O)cc1 (centres undefined) | -4 | 0.0 | -2 | 1.2
C=CCNc1nc2c(c(=O)[nH]c(=O)n2C)n1CC=C | 10 | 0.1 | 11 | 0.4
O=c1c2sccc2nc(SCc2ccccc2F)n1Cc1ccc2c(c1)OCO2 | -5 | 0.0 | -6 | -2.2
Cc1nc2sc3c(c2c(=O)n1/N=C/c1ccccc1[N+](=O)[O-])CCCC3 | -3 | -0.1 | -8 | 1.3
c1ccc2c(c1)nc(NCc1ccc3c(c1)OCO3)c1nnnn12 | -4 | 0.0 | 4 | 2.6
Cc1ccc2nc(C(F)(F)F)c(C(=O)NCCc3ccncc3)n2c1 | 18 | 1.3 | 15 | -0.4
CCCCN=C1SCC(c2ccc(OC)cc2)=NN1C | -9 | -0.2 | 5 | -0.9
Cc1ccc(N(CCCCN2C(=O)c3ccccc3C2=O)C(=O)c2ccc(F)cc2)cc1 | 3 | 0.1 | 2 | 0.4
CCOc1ccc2cc(-c3csc(Nc4cccc(OC)c4)n3)c(=O)oc2c1 | -12 | 0.1 | 6 | 1.5
OCCNc1ncnc2nc(Nc3ccc(C(F)(F)F)cc3)[nH]c12 | -1 | 0.2 | 0 | 1.9
CCC(C)(C)NC(=O)CCCN1C(=O)c2cccc3cccc(c23)C1=O | -15 | 0.2 | -16 | 1.5
Cc1cccc(NC(=O)CN2C(=O)c3ccccc3C2=O)c1C | -7 | -0.3 | -3 | -1.3
COc1cc(Nc2nc(NCc3cccc(C(F)(F)F)c3)c3ncn(C(C)C)c3n2)cc(OC)c1OC | -7 | -0.1 | 9 | 1.4

Screens from PubChem.
